Screens deposited in PubChem by several laboratories.
PME-1 primary = blocks human protein phosphatase methylesterase 1 | AID 2130 | Q9Y570 | recombinant PME-1, FP-Rh probe fluorescence polarization | inhibition, % at 5.9 µM | hit rate 0.53% among 320,000;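 active = inhibition above the campaign mean of all compounds plus 3 SD, cut at about 26% in these data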;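 note: competitive labeling of PME-1 active site by serine hydrolase directed probe; 0% = PME-1 with DMSO and 100% = wells lacking PME-1 enzyme; inhibitors block probe labeling so polarization falls and inhibition rises; many of its hits are not listed in these tables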
pPAFAH inh = pPAFAH (human) enzyme inhibition; hit rate 1.5% among 330,000; recombinant pPAFAH, FP-rhodamine probe fluorescence polarization; inhibition, % at 3.39 µM;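 active = inhibition above the mean inhibition across the screen plus 3 SD, cut at about 25% in these data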;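 note: inhibitors block binding of the rhodamine activity-based probe so polarization drops; 0% = enzyme with DMSO and 100% = wells lacking pPAFAH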
MEX-5 binding = C. elegans MEX-5 TCR-2 RNA binding activity | Q9XUB2 | MEX-5/FITC-TCR2 RNA binding, fluorescence polarization; hits give low values | activity score (negative = inhibition of binding), % at 10 µM | hit rate 0.38% among 300,000 | AID 1832;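 active = inhibition past about -25% in most replicates, and total fluorescence under double the plate's negative control median, limit read from the data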;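 note: 0% = DMSO and -100% = 5 µM competing unlabeled TCR2 RNA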
Target sequence (Q9XUB2 whole entry, looked up): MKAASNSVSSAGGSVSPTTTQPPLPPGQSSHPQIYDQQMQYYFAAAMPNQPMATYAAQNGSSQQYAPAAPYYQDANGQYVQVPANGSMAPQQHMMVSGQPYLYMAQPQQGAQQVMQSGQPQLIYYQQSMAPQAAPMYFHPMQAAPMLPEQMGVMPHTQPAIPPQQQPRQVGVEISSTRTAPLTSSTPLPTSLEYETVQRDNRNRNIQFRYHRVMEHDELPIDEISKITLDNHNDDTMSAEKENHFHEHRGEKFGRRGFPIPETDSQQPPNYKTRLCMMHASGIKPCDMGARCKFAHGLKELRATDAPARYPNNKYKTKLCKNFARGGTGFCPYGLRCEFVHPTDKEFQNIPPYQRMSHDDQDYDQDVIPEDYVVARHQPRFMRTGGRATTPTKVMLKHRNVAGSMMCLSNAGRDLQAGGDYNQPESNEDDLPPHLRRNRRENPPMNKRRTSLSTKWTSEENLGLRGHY
Bcl-xL primary = blocks human Bcl-xL binding to Bim BH3 peptide; inhibition, % at 10.9 µM; hit rate 0.7% among 320,000; GST-Bcl-xL / FITC-Bim BH3 peptide fluorescence polarization; AID 2129;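 active = inhibition above the mean of all tested compounds plus 3 SD, cutoff set per campaign, cut at about 30% in these data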;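 note: 0% = DMSO wells and 100% = unlabeled Bim-BH3 peptide competitor; inhibitors lower millipolarization by displacing the labeled peptide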
PAFAH1B2 FP inh = inhibitors of human PAFAH1B2; P68402; recombinant PAFAH1B2, FP-rhodamine activity probe, fluorescence polarization; inhibition, % at 3.39 µM; hit rate 1.2% among 340,000; AID 492953;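 active = inhibition above the mean of all tested compounds plus 3 SD, cut at about 24% in these data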;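 note: 0% = enzyme with DMSO and 100% = wells lacking PAFAH1B2; many of its hits are not listed in these tables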
MCL1 BIM primary = inhibitors of human MCL1 binding to BIM-BH3 peptide; GST-MCL1 / FITC-Bim-BH3 fluorescence polarization; inhibition, % at 10.9 µM; hit rate 0.68% among 320,000;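 active = inhibition above the mean inhibition of all tested compounds plus 3 SD, set per campaign, cut at about 40% in these data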;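 note: 0% = DMSO wells and 100% = unlabeled Bim-BH3 peptide control; higher means more loss of mP so more displacement of Bim peptide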
Fam108B counter = Fam108B inhibition, counter-screen for RBBP9 inhibitors; recombinant Fam108B, FP-Rh probe fluorescence polarization; inhibition, % at 9.51 µM; AID 1947; hit rate 0.33% among 300,000;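 active = inhibition above the screen mean inhibition plus 3 SD, computed separately per campaign, cut at about 18% in these data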;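 note: inhibitors lower polarization as less probe binds the enzyme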
AHR activator = activates the human aryl hydrocarbon receptor; P35869; AHR-responsive luciferase reporter cells, luminescence; activation, % at 5 µM; hit rate 2.5% among 320,000; AID 2796; in the data active = activation above about 47%;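 note: 0% = vehicle wells and 100% = reference agonist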
GLD-1 RNA inh = GLD-1-TGE RNA interaction inhibition (C. elegans); purified GLD-1 + fluorescein TGE RNA, fluorescence polarization; inhibition, % at 5.96 µM; hit rate 0.44% among 320,000;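 active = percent inhibition above a per-plate cutoff, the plate mean of test compounds plus 3 SD, cut at about 30% in these data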;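 note: 0% = DMSO wells with GLD-1 and probe and 100% = wells lacking GLD-1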
Target sequence (Q17339 whole entry, looked up): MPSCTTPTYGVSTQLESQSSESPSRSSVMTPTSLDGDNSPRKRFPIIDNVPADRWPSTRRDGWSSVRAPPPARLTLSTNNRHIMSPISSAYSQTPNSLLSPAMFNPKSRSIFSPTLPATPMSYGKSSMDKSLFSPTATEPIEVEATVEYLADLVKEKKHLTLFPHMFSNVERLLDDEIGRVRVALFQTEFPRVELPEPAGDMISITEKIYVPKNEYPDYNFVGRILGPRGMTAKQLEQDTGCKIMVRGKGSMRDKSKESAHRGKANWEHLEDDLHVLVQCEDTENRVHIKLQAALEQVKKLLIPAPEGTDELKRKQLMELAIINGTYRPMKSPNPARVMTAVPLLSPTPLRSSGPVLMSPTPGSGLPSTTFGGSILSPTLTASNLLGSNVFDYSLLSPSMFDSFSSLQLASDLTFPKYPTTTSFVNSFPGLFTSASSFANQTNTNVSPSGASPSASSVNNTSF
An asterisk follows results filed as active; nt = no result given. An excerpt; the hit share may differ from the screen's.

SMILES	PME-1 primary	pPAFAH inh	MEX-5 binding	Bcl-xL primary	PAFAH1B2 FP inh	MCL1 BIM primary	Fam108B counter	AHR activator	GLD-1 RNA inh
CCCc1cc(C(=O)N2CCN(C(c3ccccc3)c3ccccc3)CC2)no1	-0.2	2.5	4.3	4.4	3.6	-0.4	-2.2	-3.5	3.9
CC1(C)OCC(COC(=O)Nc2cccnc2)([N+](=O)[O-])CO1	1.4	-1.0	-2.3	2.4	5.3	2.0	6.5	-0.9	-3.5
CC(C)C(=O)Nc1ccc(Oc2ccc3c(c2)C(=O)NC3=O)cc1	-5.2	4.5	1.8	6.9	0.1	0.5	-3.0	-5.9	0.2
COc1cccc(CC(=O)OCC(=O)NC2(C#N)CCCC2)c1	1.5	1.7	nt	-14.8	2.9	-20.6	nt	0.3	8.9
O=C(CNC(=O)c1ccc(Cl)cc1)OCC(=O)c1ccccc1	5.4	2.3	2.6	-6.3	0.8	-4.9	-1.7	-1.0	10.5
O=c1c2cc(N3CCOCC3)ccc2[nH]c(=S)n1Cc1ccco1	8.4	18.8	-2.0	10.4	2.0	22.5	7.0	16.4	5.1
O=C(NCCc1ccc(Cl)cc1)c1ccc(OCC2CCCO2)cc1 (configuration not stated)	-3.5	8.3	0.8	0.3	16.2	3.0	-1.7	2.1	3.8
Nc1cc(N)cc(C(=O)Nc2ccc3c(c2)C(=O)NC3=O)c1	6.5	9.3	-0.6	6.4	-1.8	-2.5	-1.1	8.2	-4.3
O=C(NCc1cccc(Cl)c1)c1ccc2ccccc2n1	-0.3	8.3	3.0	1.6	6.2	-4.6	1.6	-1.2	0.6
COc1cccc(C(=O)Nc2ccc3[nH]ncc3c2)c1OC	-2.3	-2.7	-7.6	1.8	1.4	7.3	-2.6	92.5*	4.1
O=C(CCN1C(=O)COc2ccccc21)NCCN1CCN(c2cccc(Cl)c2)CC1	6.5	14.7	2.1	5.3	-2.4	5.0	2.4	-0.1	-2.0
N#CCCN(Cc1cccnc1)C(=O)c1ccc(S(=O)(=O)N2CCOCC2)cc1	1.2	2.3	-2.1	5.5	-2.7	10.9	8.9	-3.0	1.7
Cc1nn(-c2ccccc2)c(Cl)c1/C=N\NC(=O)c1cncc(Br)c1	-10.1	2.2	-1.9	-2.0	-1.0	-6.2	-1.7	42.5	1.8
CCn1ccc(C(=O)Oc2ccc(C(C)C)cc2)n1	3.6	8.4	-0.5	4.3	4.7	-0.6	-0.9	-0.8	-3.6
O=C(CSc1ccc2ccccc2n1)NCCC1=CCCCC1	2.1	6.6	-1.3	-2.4	8.3	-2.4	0.9	4.8	3.2
O=C(CSc1nnc(-c2ccco2)n1-c1ccccc1)N1CCN(C(=O)c2ccco2)CC1	-8.5	1.8	-0.1	-1.1	-0.1	0.2	-3.3	-0.6	7.0
COc1cc(/C=N/NC(=O)C(N)=O)cc(OC)c1O	-4.7	-6.2	-0.9	-0.5	-0.3	-5.5	-4.8	4.8	0.4
Cn1ccc(NC(=O)c2ccc(Cl)cc2Cl)n1	-1.6	4.5	nt	2.3	-0.6	-3.6	nt	0.7	-0.5
Cc1noc(C)c1S(=O)(=O)Nc1ccc(C(=O)O)cc1	-5.5	0.1	1.3	3.6	2.5	1.9	-3.6	5.2	3.6
Cc1ccc(Nc2cc(C)nn2-c2nc(C)cc(=O)[nH]2)cc1	5.0	29.9*	-6.5	3.5	-2.5	11.4	5.8	-3.2	-0.2
COc1ccc(C2C(C(=O)N3CCCCC3)c3ccccc3C(=O)N2C)cc1 (configuration not stated)	1.9	3.2	-0.5	5.8	3.4	10.0	2.2	-1.7	5.8
CCOC(=O)CNC(=O)CSc1nc(Cc2cccs2)nc2ccccc12	1.4	11.8	-0.8	11.1	-3.3	20.9	-5.8	14.7	6.7
CN(CC(=O)NCc1ccco1)CC(=O)Nc1ccc(F)c(F)c1F	nt	2.1	nt	nt	3.5	nt	nt	7.8	5.2
COC(=O)c1[nH]c(C)c(/C(O)=C2\C(=O)C(=O)N(CCN(C)C)C2c2cccs2)c1C (configuration not stated)	-0.7	-3.0	0.6	7.7	3.6	7.3	-0.7	0.2	10.7
CCOC(=O)Cn1c(=O)c(-c2ccccc2NCc2ccccc2)nc2ccccc21	-4.8	1.4	0.2	-0.4	-5.3	7.1	-3.7	19.6	1.6
The list continues.
SMILES	PME-1 primary	pPAFAH inh	MEX-5 binding	Bcl-xL primary	PAFAH1B2 FP inh	MCL1 BIM primary	Fam108B counter	AHR activator	GLD-1 RNA inh
CCC(CO)Oc1cc(NCc2ccccc2O)c2ncn(C(C)C)c2c1 (configuration not stated)	nt	-1.1	nt	nt	-1.9	nt	nt	4.3	3.4
CCc1c(C)nc(N)n2c(SCC(=O)N3CCCC(C)C3)nnc12 (configuration not stated)	-0.3	1.1	2.4	2.5	5.9	7.8	-2.5	7.8	0.3
O=C(CCC(=O)N1CCOCC1)NCc1cccc(C(F)(F)F)c1	2.8	1.5	nt	3.3	5.0	-3.1	nt	1.1	4.4
Cc1ccc(NC(=O)COC(=O)CSC(=S)N2CCOCC2)cc1C	-1.9	15.7	-2.8	1.2	1.7	8.3	-3.0	3.5	2.5
CCN1C(=O)c2ccccc2Sc2ccc(C(=O)NCCN3CCOCC3)cc21	1.0	3.3	-2.0	3.1	1.1	7.0	1.5	8.5	3.0
COC(=O)c1[nH]c2ccc(C)cc2c1NC(=O)C1=COCCO1	1.8	-1.6	-0.4	-0.6	-1.8	2.7	-0.7	67.6*	-1.1
C=C(C)CNC(=O)c1ccc(OC2CCN(S(=O)(=O)N(C)C)CC2)cc1	1.0	2.4	-8.1	3.9	2.1	-6.4	-1.1	1.0	5.2
O=C(Nc1cccs1)Nc1c(F)cc(F)cc1Br	0.7	4.4	1.8	24.8	0.7	23.4	-2.6	4.5	18.1
Cn1cccc1/C=C1\SC(=Nc2ccccc2)NC1=O	2.5	14.0	-0.2	3.5	4.3	6.1	-1.7	21.8	0.8
CCN(CC)C(=O)c1ccc(-c2nnc(Nc3ccc(C(=O)NC)cc3)c3ccccc23)cc1	-3.2	1.1	-1.7	4.9	-0.9	11.4	1.7	2.8	6.7
CC(C)CC(N)c1cn([C@@H](CCC(=O)O)C(=O)N2CCNCC2)nn1 (some centres not stated)	4.4	-0.2	-1.3	1.8	7.0	2.8	-5.5	-0.7	8.8
CN1C(=O)c2oc3ccccc3c(=O)c2C1c1ccncc1 (configuration not stated)	-4.0	3.7	-0.5	5.8	-1.0	1.3	1.3	4.7	4.6
O=C(c1cc(S(=O)(=O)N2CCCCC2)ccc1N1CCOCC1)N1CCN(Cc2ccccc2)CC1	5.1	-5.0	1.1	11.6	2.4	14.2	2.1	-0.7	-1.7
COc1cccc(C(c2ccccc2)N2C3CCC2CN(S(=O)(=O)c2ccc(F)cc2)CC3)c1 (configuration not stated)	3.2	-0.3	0.5	-2.4	-6.1	1.2	1.6	-0.1	-2.3
CC1CC(C)CN(CC(C)(C)NS(=O)(=O)c2ccccc2)C1 (configuration not stated)	3.5	3.0	-1.7	-3.1	3.2	-3.0	-3.8	0.4	-7.3
CCOc1ccc(C(=O)NC(=S)Nc2ccc(NC(=O)CC)cc2)cc1[N+](=O)[O-]	-2.0	-0.1	-1.4	8.5	0.9	13.5	-5.6	6.8	6.1
CC(C)(C)NC(=O)C(c1ccc(F)cc1)N(CC1CCCO1)C(=O)CCC(=O)Nc1ccccn1 (configuration not stated)	2.7	-1.5	-0.7	6.3	2.5	6.4	-2.9	-1.0	-1.7
CCOc1ccc(CN(C)C(=O)c2cccnc2OCC)cc1OC	9.2	1.7	nt	-9.7	1.1	-12.1	3.7	2.7	-11.5
Cc1ccc2c(c1)N(C(=O)CCC(=O)NC1CCN(Cc3ccccc3)CC1)CC(C)O2 (configuration not stated)	3.4	1.4	1.0	-0.3	4.3	-0.2	-3.4	0.2	0.9
Cc1nc(SCc2ccccc2F)c2cnn(-c3ccccc3)c2n1	-0.9	-1.2	0.5	-0.2	nt	-2.3	-2.4	5.7	-6.0
N#CC(=C1CCCC1)c1nc(-c2ccccc2)cs1	-5.1	-0.6	2.9	-5.6	0.0	-13.8	-2.9	6.7	-3.8
Cn1c(=O)c2c(ncn2CC(=O)N/N=C/C=C/c2ccco2)n(C)c1=O	-0.2	9.1	0.6	12.6	8.0	8.2	-0.6	2.6	2.8
Cc1ccc(-n2ncc(C(=O)N3CCc4ccccc4C3)c2NC(=O)c2ccco2)cc1C	1.5	7.2	1.3	4.7	10.4	4.1	-0.8	3.6	2.9
O=C1C2CCCN2C(c2ccccc2)N1c1cccc(Cl)c1 (configuration not stated)	2.7	4.8	-1.9	-3.0	0.5	-0.9	1.8	-1.2	2.8
CCOc1ccc(N2CC(C(=O)NCCN3C(=O)S/C(=C\c4ccc(OC)cc4)C3=O)CC2=O)cc1 (configuration not stated)	-1.5	3.6	-2.8	5.5	19.2	12.2	1.5	6.2	2.7
Next section
SMILES	PME-1 primary	pPAFAH inh	MEX-5 binding	Bcl-xL primary	PAFAH1B2 FP inh	MCL1 BIM primary	Fam108B counter	AHR activator	GLD-1 RNA inh
COc1ccc(OCC(=O)Nc2ccc(N3CCN(C(=O)c4ccccc4C)CC3)cc2)cc1	0.3	4.9	-1.0	4.5	-2.1	3.3	13.2	1.1	0.8
CCOC(=O)c1ccc(NC(=S)NC2CC(C)(C)NC(C)(C)C2)cc1	0.8	-1.6	nt	4.7	0.8	12.9	0.0	0.6	3.9
COc1ccc(Cl)cc1C(=O)O/N=C(\N)c1ccc(Cl)cc1	-5.3	-1.1	0.3	3.1	-1.0	-6.0	-5.0	17.5	6.2
O=C(CN1CCN(CCOCCO)CC1)N1c2ccccc2Sc2ccc(Cl)cc21	-1.8	4.2	-0.9	-0.3	-2.6	-3.0	1.2	9.9	4.8
CCCCN(CC)CCCNC(=O)Cn1nc(Cc2cccnc2)c2ccccc2c1=O	2.0	0.1	-1.1	1.4	-1.7	8.6	-2.8	2.0	-7.9
CCc1c(C)nc(SCC(=O)N2CCN(c3ccccc3OC)CC2)[nH]c1=O	-0.2	0.5	2.7	0.3	0.9	-0.2	6.0	0.0	10.9
CCc1cccc(C)c1N(C(=O)Cn1c(=O)[nH]c2ccccc21)C(C)COC (configuration not stated)	1.6	1.4	2.1	4.1	-3.5	5.9	1.4	-4.1	0.0
O=C(CN1CCN(c2ccc(Cl)cc2)CC1)Nc1ccc(F)cc1	4.2	9.2	0.7	4.8	-0.6	6.0	3.3	-1.6	8.7
Cc1[nH]c(C)c(S(=O)(=O)Nc2cccc(Cl)c2C)c1C(=O)N1CCCC1	-1.5	5.3	-4.7	0.6	2.1	-6.7	-1.6	-3.2	4.8
O=C(NCc1ccco1)c1csc2c1CCCCC2	-0.7	2.7	1.5	3.1	1.9	0.6	4.3	-2.1	-1.8
COC(=O)c1ccsc1NC(=O)CN1CCN(c2ncccn2)CC1	-2.5	3.4	1.4	1.2	8.5	11.1	-3.4	0.3	7.3
CCCN1CCc2c(sc(NC(=O)CCS(=O)(=O)c3ccccc3)c2C(=O)OC)C1	-11.9	4.6	3.2	-2.7	2.1	-6.0	-3.9	0.8	-5.8
